# EBI2 block: antagonists of human EBI2 receptor | inhibition, % at 5 µM | EBI2 beta-arrestin recruitment, luminescence, 7a,25-OHC stimulated | P32249 | 360,000 tested, 0.81% active; in the data active = inhibition above about 38%;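 also: enzyme fragment complementation signal reports receptor beta-arrestin coupling in cells; 0% = agonist plus DMSO wells and 100% = wells without agonist; some results beyond the cut were filed as inactive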
# Target sequence (P32249 whole entry, looked up, the tested form may be a part): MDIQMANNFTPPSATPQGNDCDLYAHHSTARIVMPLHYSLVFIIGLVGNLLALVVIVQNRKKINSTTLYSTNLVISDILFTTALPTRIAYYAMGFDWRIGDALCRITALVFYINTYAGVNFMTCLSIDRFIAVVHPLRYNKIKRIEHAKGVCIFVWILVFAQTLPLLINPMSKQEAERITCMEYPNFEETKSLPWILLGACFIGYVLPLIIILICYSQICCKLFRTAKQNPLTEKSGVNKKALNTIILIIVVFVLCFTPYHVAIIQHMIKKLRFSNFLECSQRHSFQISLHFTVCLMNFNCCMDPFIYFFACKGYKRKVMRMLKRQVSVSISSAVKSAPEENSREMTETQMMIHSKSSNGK
# CXCR6 inh: inhibitors of human CXCR6 receptor. AID 602244. CHO-K1 PathHunter CXCR6 beta-arrestin, luminescence. inhibition, % at 20 µM. 360,000 tested, 0.36% active; in the data active = inhibition above about 34%, passing the limit was not always enough;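 also: antagonist mode with CXCL16 agonist at 10 nM final; 0% = 10 nM CXCL16 with DMSO and 100% = unstimulated wells without agonist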
# Target sequence (O00574 whole entry, looked up): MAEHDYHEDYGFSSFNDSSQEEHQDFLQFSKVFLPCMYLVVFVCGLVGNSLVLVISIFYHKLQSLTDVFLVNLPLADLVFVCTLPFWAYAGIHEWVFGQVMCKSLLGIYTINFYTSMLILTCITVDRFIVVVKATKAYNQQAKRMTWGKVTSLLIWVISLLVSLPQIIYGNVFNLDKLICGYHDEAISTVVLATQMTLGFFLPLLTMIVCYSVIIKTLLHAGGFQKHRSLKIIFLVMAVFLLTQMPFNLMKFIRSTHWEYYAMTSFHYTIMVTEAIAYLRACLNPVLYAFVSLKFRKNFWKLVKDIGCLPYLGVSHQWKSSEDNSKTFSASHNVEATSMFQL
# * hit, by the source's call. This is a subset, so the mix of outcomes need not match the whole.
EBI2 block | CXCR6 inh | SMILES
-8 | -3 | Cn1ccc2c(N3CCC3)cc3c(c21)C1CCC3O1 (configuration not stated)
3 | -6 | COc1ccc(C(CC(=O)c2ccc3c(c2)OCO3)C(=O)O)cc1OC (configuration not stated)
-16 | -2 | CCCNC(=O)C1(C)CCN(C(=O)c2ccc(OC(F)F)cc2)C1 (configuration not stated)
4 | 0 | CCOC(=O)C1(C)CCCCCN1C(=O)c1ccc(C(F)(F)F)nc1C (configuration not stated)
-8 | -10 | C[C@H](O)[C@@H]1CN2CCc3c([nH]c4ccccc34)[C@@H]2C[C@@H]1N(C)C(=O)Nc1cccc2ccccc12
10 | 8 | COc1ccc(C2=Cc3ccccc3C(CC(=O)C3CC3)N2c2ccc(C#CCCO)cc2)cc1 (configuration not stated)
-9 | -2 | C[C@H](CO)N1C[C@H](C)[C@@H](CN(C)C(=O)Nc2ccc(F)cc2)OCc2cnnn2CCCC1=O
8 | -4 | COc1cc(OC)cc(-c2c(Sc3ccccc3)c3cc(-c4cnc(N5CCOCC5)nc4)ccc3n2C)c1
2 | -6 | CCCCc1ccc(S(=O)(=O)NC(=O)C2(C)CCN2C(=O)C/C=C/c2ccccc2)cc1 (configuration not stated)
5 | 0 | CC(=O)C1=CCC(c2ccco2)N(S(=O)(=O)c2ccc(C)cc2)C1 (configuration not stated)
2 | 4 | Cc1cccc(S(=O)(=O)NC(=O)C2(C)CCN2C(=O)Cc2ccccc2)c1 (configuration not stated)
-3 | 8 | CNC(=O)C[C@H]1C(=O)N(Cc2ccccc2)C[C@@H]1CSC
1 | -3 | CC(=O)Nc1ccc(S(=O)(=O)c2ccnc3cc(Cl)ccc23)cc1
1 | 7 | CC(C)C[C@H]1COc2cc(N3CCSCC3)ccc2S(=O)(=O)N1
-5 | 5 | CCCCCC(=O)N1C[C@@H](n2cc(COC(=O)c3ccccc3)nn2)[C@H](O)C[C@@H]1c1ccccc1

# Quoted from the listing:
# Result of CC(C)C[C@H]1COc2cc(N3CCSCC3)ccc2S(=O)(=O)N1 under EBI2 block: 1
# Result of COc1ccc(C2=Cc3ccccc3C(CC(=O)C3CC3)N2c2ccc(C#CCCO)cc2)cc1 (configuration not stated) under EBI2 block: 10

# More structures:
EBI2 block | CXCR6 inh | SMILES
2 | -5 | CCOC(=O)C1(C)CCCN1C(=O)c1sccc1C (configuration not stated)
-6 | -3 | CCNC(=O)C1CCCN(C(=O)c2ccc(OC)c(OC)c2)CC1 (configuration not stated)
6 | 4 | COCCCNC(=O)CC[C@H]1O[C@@H](n2cnc3c(NC(=O)c4ccccc4)ncnc32)[C@H](O)[C@@H]1O
-2 | -3 | CC1(C(=O)NC2CCCCC2)CCC(=O)N1C1CCN(Cc2ccccc2)CC1 (configuration not stated)
-7 | -5 | CCOc1ccc2nc(S(=O)(=O)NC(=O)C3(C)CCN3C(=O)c3c(C)noc3C)sc2c1 (configuration not stated)
-2 | 4 | NC(=O)c1csc(-c2ccc(CO)o2)n1
1 | 3 | CCOC(=O)C(CC1=CS(=O)(=O)c2ccc(Cl)cc21)(NC(C)=O)C(=O)OCC
-1 | 0 | CC(C)S(=O)(=O)N1CCCC(c2cc(C(=O)NCc3cccnc3)no2)C1 (configuration not stated)
4 | 0 | C[C@@H]1CN([C@@H](C)CO)C(=O)CCCn2cc(nn2)CO[C@H]1CN(C)S(=O)(=O)c1cccs1
-2 | 4 | Cc1c(C(=O)NCc2ccc([N+](=O)[O-])cc2)sc(=O)n1Cc1ccc2c(c1)OCO2
-7 | 1 | CNc1cncc(-c2cccc(C(C)=O)c2)n1
22 | -1 | COc1ccc(CNC(=O)COc2cc3c(c4oc(=O)cc(C)c24)CCC(C)(C)O3)c(OC)c1
-6 | 4 | NC(=O)c1ccc(NC(=O)COC(=O)c2ccccc2SCC(=O)N2CCCC2)cc1
-4 | 6 | CCOC(=O)[C@]12CCCC=C1N(Cc1ccc(Cl)cc1Cl)C(=O)[C@H](CC(=O)N1CCCCC1)C2
1 | -10 | CCC(CC)c1nnc(NC(=O)CSCc2c(C)noc2C)s1
-10 | -7 | Cc1ccc(Cn2cc(CN3CC(N(C)C)CS3(=O)=O)nn2)cc1 (configuration not stated)
-9 | 6 | CCOC(=O)C1CCCN(C(=O)c2ccc(OC)c(OC)c2)CC1 (configuration not stated)
0 | -1 | O=C(/C=C/[C@H]1O[C@@H](n2cnc3c(NC(=O)c4ccccc4)ncnc32)[C@H](O)[C@@H]1O)N[C@@H](CO)Cc1c[nH]c2ccccc12
16 | 1 | Cc1c(C(=O)Nc2cccc(Oc3ccccc3)c2)sc(=O)n1Cc1ccc(F)cc1
-11 | -8 | COC(=O)C[C@H]1C[C@H]2c3cc(NC(=O)C4CCOCC4)ccc3O[C@H]2[C@H](CO)O1
-7 | -3 | O=S1(=O)CC(N2CCCCC2)C1CN1CCCCC1 (configuration not stated)
-6 | -1 | O=C(Nc1ccc(C(=O)N2CCCCC2)cc1)[C@H]1O[C@@H](n2ccc(=O)[nH]c2=O)[C@H](O)[C@@H]1O
5 | 1 | Cc1c(C(=O)NCc2ccco2)sc(=O)n1Cc1ccc(S(C)(=O)=O)cc1
-12 | -6 | COCCNC(=O)C1(C)CCCN(Cc2sc(C)nc2C)C1 (configuration not stated)
-7 | -6 | CCCCN1C(=O)C(CC(=O)NC2CCCCC2)CC(C(=O)N(CC)CC)=C1C (configuration not stated)
-13 | -8 | CC1=C(C(=O)N(C(C)C)C(C)C)CC(CC(=O)NCc2ccco2)C(=O)N1Cc1ccccc1 (configuration not stated)
-2 | -4 | O=C(NCCCN1CCOCC1)C(=O)NCC1OCCN1S(=O)(=O)c1ccc(Cl)cc1 (configuration not stated)
3 | -2 | CCCCOc1cccc2c(=O)n(CC(=O)Nc3ccc4c(c3)OCCO4)ccc12
0 | 4 | COc1ccc(C#Cc2cnc3c(c2)C(=O)N([C@H](C)CO)C[C@H](C)[C@@H](CN(C)C(=O)Nc2cccc(OC)c2)O3)cc1
-5 | 1 | C[C@H]1CN(C2CCCCC2)C(=O)[C@@H]1CC(=O)Nc1ccc(Br)cc1
-5 | -1 | CCCCNC(=O)C1c2ccccc2OCC(=O)N1C1CC1 (configuration not stated)
33 | -12 | OC(c1ccccc1)(c1nc(-c2cccc(C(F)(F)F)c2)cs1)C(F)(F)F (configuration not stated)
3 | 0 | COc1ccc(C(=O)Oc2ccc(C)cc2)cc1S(=O)(=O)N1CCOCC1
5 | 2 | N#Cc1ccc(Cl)cc1NC(=O)CN1C(=O)C(=O)N(CCC2=CCCCC2)C1=O
-16 | -8 | O=S1(=O)CC(N2CCN(CCO)CC2)CN1Cc1cn(Cc2ccc(F)cc2)nn1 (configuration not stated)
-2 | 2 | CC(=O)N1c2ccc(S(=O)(=O)NCCC(=O)Nc3ccc(Cl)cc3)cc2CC1C (configuration not stated)
-14 | 6 | NC(c1csc(Nc2ccccn2)n1)C1CCCCC1 (configuration not stated)
17 | 12 | CCOc1ccccc1N(CC(=O)N1CCN(Cc2ccccc2)CC1)S(=O)(=O)c1ccccc1
-4 | -6 | O=C1OCCC1=COCCCCCCOC=C1CCOC1=O
-1 | -4 | Cc1c(C(=O)N2CCCCCC2(C)C(=O)NCC(C)C)oc2ccccc12 (configuration not stated)
12 | 9 | CCOC(=O)[C@]12CCC=C1N(Cc1ccccc1)C(=O)[C@H](CC(=O)NCC13CC4CC(CC(C4)C1)C3)C2
-7 | 3 | O=C(NC(c1ccc(-c2ccccc2)cc1)c1cnccn1)C1CCN(Cc2ccc3c(c2)OCO3)CC1 (configuration not stated)
-1 | -10 | Cc1c(NC(=O)COC(=O)/C=C/c2cccc(F)c2)c(=O)n(-c2ccccc2)n1C
0 | -2 | C[C@@H]1CCCCO[C@@H](CN(C)C(=O)Cc2ccccc2)[C@@H](C)CN([C@H](C)CO)C(=O)c2cc(NC(=O)C3CCCCC3)ccc2O1
8 | 5 | O=C(Nc1ccc2c(c1)OCO2)c1cc(C2CCCCN2C(=O)CCc2ccccc2)on1 (configuration not stated)
8 | 2 | Cc1ccc(NC(=O)c2cc(S(=O)(=O)N3CCCCC3)c[nH]2)cc1Cl
4 | -9 | OC(c1ccc(Cl)cc1)c1ncc(-c2cccc(C(F)(F)F)c2)[nH]1 (configuration not stated)
-25 | 12 | CN[C@H]1C[C@H]2c3[nH]c4ccc(-c5ccc(OC)cc5)cc4c3CCN2C(=O)[C@H]1[C@H](C)O
19 | 1 | CN(c1ccc([N+](=O)[O-])cc1)c1cc2c(c3c1ccn3C)C1CCC2C1 (configuration not stated)
4 | 0 | COc1cccc(S(=O)(=O)Nc2ccc3c(c2)[C@@H]2C[C@H](CC(=O)NCCc4ccccc4)O[C@H](CO)[C@@H]2O3)c1
9 | 2 | CN1OC[C@@H]2CN(C(=S)NCCc3ccccc3)[C@H](c3ccccc3Br)C[C@@H]21
8 | 12 | COc1cc(OC)nc(C(NC(=O)C2CCN(Cc3ccc(N(C)C)cc3)CC2)c2ccc(F)cc2)n1 (configuration not stated)
-3 | -1 | C[C@H]1CN([C@@H](C)CO)C(=O)CCCn2nncc2CO[C@@H]1CN(C)C(=O)Nc1ccc(N2CCCCC2)cc1
-22 | 0 | CC(C)(C)Cc1c(-c2ccc(Br)cc2)nc2ccc(Br)cn12
-1 | 4 | COc1ccc(CN(C)[C@H]2C[C@H]3c4[nH]c5ccccc5c4CCN3C[C@H]2[C@H](C)O)cc1
75* | -5 | COc1ccccc1-c1cc(NC=O)c2ncc(-c3cccc(C(=O)N(C)C)c3)n2c1
0 | 10 | O=P(C(=S)Nc1ccccc1Cl)(c1ccccc1)c1ccccc1
1 | 1 | COc1cccc(CNC(=O)C2(C)CCCN2C(=O)C(C)C)c1 (configuration not stated)
4 | -4 | O=C(Nc1nnc([C@@H]2O[C@H](CO)[C@@H](O)[C@H]2O)s1)Nc1cccc2c1CCCC2
5 | -1 | OC(c1ccc(F)cc1)c1nc(-c2ccc(F)c(Cl)c2)cs1 (configuration not stated)

# Going on with the list.
EBI2 block | CXCR6 inh | SMILES
-6 | 2 | CCCCn1nnnc1C1(C)CCC(=O)N1Cc1cccs1 (configuration not stated)
1 | 0 | Cc1c(C(=O)NCc2ccc3c(c2)OCCO3)sc(=O)n1Cc1ccccc1F
-1 | -1 | COc1ccc(N2CCN(C(=O)c3ccc4c(c3)NC(=O)C(CSCc3ccccc3F)N4)CC2)cc1 (configuration not stated)
7 | -5 | Cc1ccccc1Nc1nc(N)[nH]c(=O)c1N=O
-8 | 2 | O=C(c1ccco1)N1CCN(C2CN(C3CCCC3)S(=O)(=O)C2)CC1 (configuration not stated)
-13 | -6 | C[C@H]1COc2cccc(N3CCC[C@H]3CO)c2S(=O)(=O)N1
0 | -8 | O=C(Nc1ccncc1)c1cc(C2CCCCN2C(=O)CCc2ccccc2)on1 (configuration not stated)
12 | -9 | Cc1ccc(S(=O)(=O)N2CC3(O)CN(C(=O)OC(C)C)N(C(=O)OC(C)C)CC3(OC(=O)Nc3c(C)noc3C)C2)cc1 (configuration not stated)
-5 | -1 | CC(CNC(=O)[C@@H](Cc1ccccc1)NC(=O)CC[C@H]1O[C@@H](n2ccc(=O)[nH]c2=O)[C@H](O)[C@@H]1O)c1ccccc1 (some centres not stated)
-21 | -3 | COc1cccc(C=NN(C)c2c([N+](=O)[O-])cc(C(F)(F)F)cc2[N+](=O)[O-])c1O
-14 | 0 | O=C(NCc1ccncc1)[C@@H]1CCCN1C(=O)[C@H]1CCCN1C(=O)c1cccc2ccccc12
2 | -2 | COc1cc(-c2cnc3c(NC=O)cc(-c4ccsc4)cn23)cc(OC)c1OC
1 | -9 | COC[C@@H]1CCCN1[C@H]1CS(=O)(=O)N[C@@H]1COCc1ccccc1
-5 | -7 | CC(C)[C@@H]1Cc2[nH][nH]c(=O)c2[C@H](c2ccc(F)cc2)O1
3 | 0 | COC(=O)Cc1ccc(OC2(C)CCN(Cc3csc4ccccc34)C2)cc1 (configuration not stated)
-6 | -1 | C#CCn1c2ccccc2c(=O)n1C(C)CBr (configuration not stated)
-6 | 6 | Cc1ccc2c(c1)CO[C@@]21O[C@H](CCO)C[C@H](O)[C@H]1O
-5 | -3 | C[C@@H]1CN([C@@H](C)CO)C(=O)CCCn2nncc2CO[C@@H]1CN(C)S(=O)(=O)c1cn(C)cn1
-12 | 2 | CCCCNS(=O)(=O)c1cccc(NC(=O)[C@@H]2O[C@H](CO)[C@@H](O)[C@H]2O)c1
-2 | -3 | Cc1ccccc1-c1cnc2c(c1)C(=O)N([C@H](C)CO)C[C@@H](C)[C@H](CN(C)C(=O)c1ccncc1)O2
-8 | -1 | CC(=O)NC(c1ccccc1)c1nc(-c2cccs2)cs1 (configuration not stated)
-9 | 6 | Cc1ccc(C(=O)N[C@H](C(=O)Nc2cccc(S(=O)(=O)N3CCOCC3)c2)C(C)C)cc1
0 | -5 | O=C1C(=Cc2ccccn2)CCc2ccccc21
-1 | 2 | C[C@H](O)[C@@H]1C(=O)N2CCc3ccc(-c4ccccc4)cc3[C@@H]2C[C@@H]1N(C)C(=S)Nc1ccc(F)cc1
2 | 10 | COCOc1ccc(-c2ncc(OC)nc2NC(=O)c2cc(C)oc2C)cc1

# Reformatted with values under each structure: entries from further up.
# Results follow in this order: EBI2 block	CXCR6 inh
C[C@@H]1CN([C@@H](C)CO)C(=O)CCCn2nncc2CO[C@@H]1CN(C)S(=O)(=O)c1cn(C)cn1
→ -5	-3
CCCCNS(=O)(=O)c1cccc(NC(=O)[C@@H]2O[C@H](CO)[C@@H](O)[C@H]2O)c1
→ -12	2
Cc1ccccc1-c1cnc2c(c1)C(=O)N([C@H](C)CO)C[C@@H](C)[C@H](CN(C)C(=O)c1ccncc1)O2
→ -2	-3
CC(=O)NC(c1ccccc1)c1nc(-c2cccs2)cs1 (configuration not stated)
→ -8	-1
Cc1ccc(C(=O)N[C@H](C(=O)Nc2cccc(S(=O)(=O)N3CCOCC3)c2)C(C)C)cc1
→ -9	6
O=C1C(=Cc2ccccn2)CCc2ccccc21
→ 0	-5
C[C@H](O)[C@@H]1C(=O)N2CCc3ccc(-c4ccccc4)cc3[C@@H]2C[C@@H]1N(C)C(=S)Nc1ccc(F)cc1
→ -1	2

# Assay outcomes (PubChem)
